Source: PubChem (National Center for Advancing Translational Sciences (NCATS))
Pf Dd2 inh: Plasmodium falciparum Dd2 growth inhibition. AID 1347417. P. falciparum Dd2 growth, SYBR Green, 72 h. Potency, µM (top dose mostly 28.9 µM), without a hit: at the top dose activity, negative = inhibition, usual class: inhibitors. hit rate 4.3% among 120,000; active means well fitted inhibition curve with a large enough effect; inconclusive means small, poorly fitted or top-dose-only effect; inactive means no such curve, though single readings can be large or run the other way;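 further: plate controls were DMSO vehicle for no effect and reference drug for full effect; nearly all actives have a fitted effect of over 65% in size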
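Infected erythrocytes (Dd2, 0.3% parasitemia, 2.5% hematocrit final) are added to compound in RPMI-1640/Albumax II medium, grown 72 h at 37C in low oxygen, then lysed with saponin/Triton-X containing SYBR Green and read by fluorescence.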
* hit, by the source's call; i = inactive; ? = inconclusive; [ ] = dose if it differs, or a comment. Potency means the concentration at half of the fitted maximal effect. Only part of the results is shown; rates above refer to the full screens.

SMILES | Pf Dd2 inh
Cc1ccc(C(=O)N(C)C2CCc3nn(CC4CC4)c(=O)n3CC2)c(=O)[nH]1 (stereo not drawn) | i
COc1ccccc1CNC(=O)CSc1nc2nc(C)c(Cc3ccccc3C)c(C)n2n1 | -1%
COc1ccccc1OCCNC(=O)c1cn2ccnc(-c3ccc(C)cc3)c2n1 | 1%
O=C1NC2(CCN(Cc3ccc(C(F)(F)F)cc3)C2)OCc2ccccc21 (stereo not drawn) | i
COCCNC(=O)c1cccc(Nc2nc3ccccc3n3nnnc23)c1 | -11%
F[C@@H]1CN(Cc2ccc(C(F)(F)F)cc2)C[C@@H]1OCc1nc2ccncc2[nH]1 | i
O=C(c1ccoc1)N1CCC(Cc2nc(-c3ccccc3)n[nH]2)C1 (stereo not drawn) | -16%
Cc1cnc(C(=O)N2CCOc3ccc(CCC(=O)NCC4CC4)cc3C2)cn1 | -14%
COc1ccc2nc(C[C@@H]3C[C@@H](C(C)C)[C@H](CN4C(=O)C(C)=C(C)C4=O)C=C3C)[nH]c2c1 | i
CC(C)CCC(=O)N[C@@H]1CN(C)C[C@H]1CN(C)C | 17%
CNC(=O)[C@@H]1CN(C(=O)Cc2ccccc2Cl)C[C@H]1CO | -18%
CN(C)C[C@@H]1CN(c2ccncn2)C[C@H]1NC(=O)c1ccc2ncccc2c1 | i

Six of these compounds in another layout.
| canonical_smiles | Pf Dd2 inh |
| --- | --- |
| CN(C)C[C@@H]1CN(c2ccncn2)C[C@H]1NC(=O)c1ccc2ncccc2c1 | i |
| F[C@@H]1CN(Cc2ccc(C(F)(F)F)cc2)C[C@@H]1OCc1nc2ccncc2[nH]1 | i |
| Cc1cnc(C(=O)N2CCOc3ccc(CCC(=O)NCC4CC4)cc3C2)cn1 | -14% |
| COc1ccc2nc(C[C@@H]3C[C@@H](C(C)C)[C@H](CN4C(=O)C(C)=C(C)C4=O)C=C3C)[nH]c2c1 | i |
| CC(C)CCC(=O)N[C@@H]1CN(C)C[C@H]1CN(C)C | 17% |
| COCCNC(=O)c1cccc(Nc2nc3ccccc3n3nnnc23)c1 | -11% |

New compounds follow.
SMILES | Pf Dd2 inh
COc1cc(NC(=O)CSc2nccn2C)cc(OC)c1OC | 36%[activator]
O=C(COc1ccccc1)Nc1nnc(SCc2cc(=O)c3ccccc3[nH]2)s1 | 54%[activator]
COCC1CN(C2CCC2)CC12CCN(C(=O)c1ccccc1Cl)CC2 (stereo not drawn) | ?
CC(C(=O)Nc1ccccc1C(F)(F)F)n1nc(-c2ccccc2)c2c(c1=O)CCCC2 (stereo not drawn) | -19%
CCCc1cc(N2CCN(c3ccccc3)CC2)n2cnnc2n1 | 12%
COc1cc2[nH]c(=O)n(-c3ccc(C)cc3)c(=O)c2cc1OC | 62%[activator]
Cc1cc(Cl)c2oc(C(=O)N(Cc3c(C)nn(C)c3C)C3CC3)c(C)c2c1 | ?
COC(=O)c1ccc(C(=O)OC)c(NC(=O)c2c(-c3ccccc3)noc2C)c1 | -11%
Cc1ccc(CNS(=O)(=O)c2cc3c(cc2C)NC(=O)CO3)cc1 | -11%
COc1cccc(N2CCN(C(=O)[C@H]3CCC[C@H]3NC(=O)c3cnc(C)cn3)CC2)c1 | -9%
COc1ccc2[nH]c(C[C@@H]3C[C@@H](C(C)C)[C@H](CNCc4ccccc4O)C=C3C)nc2n1 | ?
CN(C)c1ccc(C(=O)Nc2cccc(-c3nc4cccnc4s3)c2)cc1 | -13%
CCOc1ccc(N(CC)C(=O)CSc2n[nH]c(-c3ccccc3)n2)cc1 | 20%
CCOC(=O)c1ccc(NC(=O)CSc2cc(=O)n(CC)c3ccccc23)cc1 | -10%
O=C(NC1CC1)C1CCCN1c1nc2ncccc2o1 (stereo not drawn) | 10%[44.1 µM]
O=C(CCn1c(=O)c2cccn2c2cccnc21)NCc1cccc(Br)c1 | ?
COc1ccc(CCN2CC(C(=O)NCCc3ccc(C)cc3)CC2=O)cc1OC (stereo not drawn) | 24%
COc1ccc(N2CCN(C(=O)c3ccc(C)c(NC(=O)c4nsc5ccccc45)c3)CC2)cc1 | 33%[activator][0.594 µM]
COCc1nc(-c2ccc(OC3CN(C(=O)c4cc(C)n(C)n4)C3)cc2)no1 | 7.9µM*
O=C1NCCCCCCN(Cc2ccc3c(c2)CCO3)[C@H]2CCC[C@@H]12 | -2%
O=C(Cc1cccc(F)c1)NCCC1CCN(C(=O)Nc2ccccc2F)CC1 | -19%
O=C1CCCCC(CNC(=O)c2nccc3ccccc23)N1 (stereo not drawn) | 33%[activator]
Cc1cccn2cc(-c3cccc(NS(=O)(=O)c4ccc(Cl)c(Cl)c4)c3)nc12 | -10%
CCOc1ccccc1NC1(c2ccccc2)C(=O)c2ccccc2C1=O | 0%
O=C1N(Cc2ccc(F)cc2)CCCC12CCN(CC1CCCC1)C2 (stereo not drawn) | 4µM*
Cc1ccc2c(=O)cc(C(=O)N(Cc3ccc(N(C)C)cc3)C3CCS(=O)(=O)C3)oc2c1 (stereo not drawn) | ?
O=C(c1ccc(C(F)(F)F)cc1)N1CCC2(CC1)CNc1ccccc1[S+](=O)([O-])N2 | ?
CCn1c2c(c(=O)n1-c1ccccc1)CCN(C(=O)Cc1ccc3c(c1)OCO3)C2 | -11%[44.1 µM]
COCCCNC(=O)c1oc2c(c1C)-c1nn(Cc3cccc(Cl)c3)cc1CC2 | ?
COC(=O)[C@@H]1Cc2ncn(C(C)C)c2CN1S(=O)(=O)c1ccc(F)cc1 | 6%[44.1 µM]
CCn1cnc2c(=O)oc3ccc(S(=O)(=O)N4CCN(c5cc(C)ccc5C)CC4)cc3c21 | -3%
Cc1ccc(C)c(N(C)C(=O)C2CCN(c3ncnc4c3nc3n4CCCCC3)CC2)c1 | 8.9µM*
Cc1noc(C)c1-c1cc2cc(C(C)C)oc2c(N2CCN(C)CC2)n1 | ?
Cc1cc(C)c(C(=O)O)c(N2CCC3(CC2)C(C(=O)O)CC(=O)N3C)n1 (stereo not drawn) | 0%
Fc1ccccc1-c1nnc([C@H]2CCN(Cc3cccc(Cl)c3)C2)o1 | -4%[44.1 µM]
CC(=O)c1ccc(NS(=O)(=O)c2ccc(-c3cnc(C4CC4)o3)cc2)cc1 | 30%
O=C(Cn1nc2c(cc1=O)CCCCC2)NC1CCCc2c1[nH]c1ccccc21 (stereo not drawn) | -5%
Nc1ncccc1CN1CC[C@@H]2OCC(=O)N(Cc3c[nH]c4ccccc34)[C@H]2CC1 | ?
CN(C)c1ccc(-c2nnnn2[C@H]2CO[C@H]3[C@@H]2OC[C@@H]3NS(=O)(=O)c2ccc3ccccc3c2)cc1 | -28%
Cc1cccc(CN2CCN3C(=O)N(Cc4ccc(F)cc4)C[C@H]3C2)n1 | i
Cc1ccc(CCNC(=O)CN(c2ccc(C(C)C)cc2)S(=O)(=O)c2c(C)nn(C)c2C)cc1 | ?
Cc1cccc(OCC2(CNCc3c(C)noc3C)C[C@@H](O)[C@@H](O)C2)n1 (stereo partly drawn) | i
CCOc1cccc(C2Nc3ccccc3-c3cc(C)nn32)c1O (stereo not drawn) | 1µM*
Cc1noc(CC2CCN(C(=O)C3CCN(C(=O)C4CCCC4)CC3)CC2)n1 | -1%
COc1ccc2cc(CNc3ccc(C)cc3)c(=O)n(CC(=O)Nc3cccc(Cl)c3C)c2c1 | 36%[activator]
O=C(NCc1ccco1)C1COC2(CCCCC2)N1C(=O)c1cccc([N+](=O)[O-])c1 (stereo not drawn) | i
CC(C)(O)c1cn(C[C@H]2C[C@@H]3CCN2C[C@@H]3C(=O)Nc2ccccc2)nn1 | 6%[44.1 µM]
CC(=O)N(C1CC1)C1CCOC2(CCN(C(=O)c3cccc4nccnc34)CC2)C1 (stereo not drawn) | i
COc1ccc(NC(=O)N2CCc3c(sc4c3CCCC4)C2c2ccc(F)cc2)cc1 (stereo not drawn) | ?
CC(=O)Nc1ccc(CN2CCC3(CC2)CC(=O)c2ccccc2O3)cc1 | i
COCc1nnc2n1CCC(NC(=O)CCc1nc3ccccc3s1)CC2 (stereo not drawn) | ?
CCCCN(CCCC)S(=O)(=O)c1ccc2oc(C(=O)NCc3ccc(C)cc3)c(C)c2c1 | 8.9µM*
CCc1ccc(C(c2ccccc2)c2c(C)[nH]c3ccccc23)s1 (stereo not drawn) | ?
CNC(=O)CCn1ncc2cc(OC3CCc4cccc(-c5ccccc5F)c43)ccc21 (stereo not drawn) | ?
Cc1ccccc1-c1ccc2n(c1=O)C[C@H]1C[C@@H]2CN(C(=O)CCC(=O)O)C1 | -25%[44.1 µM]
COc1ccc(Nc2ncnc3c2cnn3-c2ccc(C)cc2)cc1Cl | ?
CCc1ccccc1Nc1nc(-c2cccc(OC)c2OC)no1 | ?
CCOc1ccccc1Nc1sc(C(=O)c2ccc(Cl)cc2)c(N)c1S(=O)(=O)c1ccccc1 | ?
C1=C(c2nc(-c3cccc4[nH]ncc34)cc3c2ccn3Cc2cccnc2)CCOC1 | -11%[44.1 µM]
COc1ccc(C(=O)NCCSc2c(C)[nH]c3ccccc23)cc1 | -3%
Next section:
SMILES | Pf Dd2 inh
O=C(NCCCN1CCCC1=O)c1c(OCC2CC2)cc(=O)n2c1CCCCC2 | 12%
COc1cc(CNc2nc(-c3c(C)noc3C)cc3cc(CN(C)C)oc23)cc(OC)c1 | ?
O=C(NCc1cccs1)C1CN(Cc2ccccc2)C(=O)N1 (stereo not drawn) | 7%[44.1 µM]
Cc1sc2ccn(CC(C)C)c(=O)c2c1C(=O)O | -17%
CC[C@H]1CN2CC[C@H]1C[C@@H]2CNC(=O)COc1ccccc1 | ?
Cc1ccc(Nc2ccc(N3CCN(C(=O)c4cccc([N+](=O)[O-])c4)CC3)nn2)cc1 | 9%
CCc1cccc(NC(=O)c2cc3c(=O)n(Cc4ccc(OC)cc4)ccc3nc2C)c1 | 1%
O=C(NCc1ccncc1)C1CN(C(=O)COc2ccc(Cl)cc2)CC12CCOCC2 (stereo not drawn) | -7%
COc1cccc(CN2Cc3nc(-c4ccncc4)ccc3OCC2=O)c1 | i
Cc1cccc2c1N(Cc1ccccc1OCCC(C)C)C(=O)C2=O | 10µM*
CC(=O)Nc1ccc(S(=O)(=O)NC[C@@H]2C=C(C)[C@H](CC(=O)NC3CCCC3)C[C@H]2C(C)C)cc1 | -15%
O=C(CC[C@@H]1CNC(=O)[C@@H]2C[C@H](NC(=O)c3ccc(F)c(Cl)c3)CN12)NCc1ccccc1 | -2%

Laid out differently: entries from further up.
| molecule | Pf Dd2 inh |
| --- | --- |
| CCc1cccc(NC(=O)c2cc3c(=O)n(Cc4ccc(OC)cc4)ccc3nc2C)c1 | 1% |
| O=C(NCc1ccncc1)C1CN(C(=O)COc2ccc(Cl)cc2)CC12CCOCC2 (stereo not drawn) | -7% |
| COc1cccc(CN2Cc3nc(-c4ccncc4)ccc3OCC2=O)c1 | i |
| Cc1cccc2c1N(Cc1ccccc1OCCC(C)C)C(=O)C2=O | 10µM* |
| CC(=O)Nc1ccc(S(=O)(=O)NC[C@@H]2C=C(C)[C@H](CC(=O)NC3CCCC3)C[C@H]2C(C)C)cc1 | -15% |

Next entries.
SMILES | Pf Dd2 inh
O=C(CCc1ccccc1)NCC(=O)N1CCN(c2ccccn2)CC1 | i
CCOC(=O)N1CCc2c(sc3c2c(=O)n(Cc2ccccc2)c(=O)n3Cc2ccccc2Cl)C1 | ?
C#CCNC[C@@H]1C=C(C)[C@H](Cc2nnc(-c3ccccc3F)o2)C[C@H]1C(C)C | ?
CCCCn1cc(S(=O)(=O)c2ccccc2)c(=O)c2cc(F)c(N3CCN(CCC)CC3)cc21 | -10%
O=C(c1ccccc1)N1CCC2(C1)C(=O)N(Cc1ccccc1)c1ccccc12 (stereo not drawn) | i
COc1ccc(CNC(=O)[C@@H]2CCC[C@@H](NC(=O)C3CC3)CN(C)C(=O)C2)cc1 | 31%[activator][44.1 µM]
O=C(c1nc(-c2cc(Cl)cc(Cl)c2)c2ccccn12)N1CCCC1 | 2%
O=c1c2sc3ccccc3c2n(Cc2cccc(Cl)c2)c(=O)n1Cc1ccco1 | i
CCc1noc([C@@H]2CC(F)(F)CN2C(=O)CCn2cc(C)cn2)n1 | 2%
CCOC(=O)c1ccccc1NC(=O)c1cc2c(s1)-c1ccccc1SC2 | ?
COc1cccc(C(=O)NCCC2CCN(C(=O)Nc3cccc(C)c3)CC2)c1 | i
O=C(C1CCC(Cn2c(=O)c3sccc3n(Cc3cccc(F)c3)c2=O)CC1)N1CCCCC1 (stereo not drawn) | 8.9µM*
COc1ccc(-c2noc(CN(C)S(=O)(=O)c3c(C)cc(C)cc3C)n2)cc1OC | 17%
CCOC(=O)N1CCc2c(sc(NCc3cc(OC)ccc3OC)c2C(=O)Nc2cc(OC)ccc2OC)C1 | 11µM*
Cc1ccc(NC(=O)C2CCCN2S(=O)(=O)c2cccc3cccnc23)c(C)c1 (stereo not drawn) | -3%
COc1ccc(C)cc1NC(=O)C(=O)NCC(c1cccnc1)N1CCc2ccccc21 (stereo not drawn) | ?
CCOC(=O)C1=C(C)N=C2SC=C(CC(=O)NC(C)CC)N2C1c1cccc([N+](=O)[O-])c1 (stereo not drawn) | i
CC(C)N1C(=O)C(O)(c2c[nH]c3ccccc23)c2ccccc21 (stereo not drawn) | -5%
COCCN1CCCC2(CCN(C(=O)Cn3cccnc3=O)C2)C1=O (stereo not drawn) | 1%
COc1ccc(-c2ccnc3nc(CC(C)C)nn23)c(F)c1 | -29%
COc1ncccc1N1CC2(COCC(=O)N(Cc3cccc(OC(F)(F)F)c3)C2)C1 | -25%[44.1 µM]
CCOC(=O)CNC(=O)c1cc2c(=O)n3cccc(C)c3nc2n1C | 3%
CCOC(=O)CCNC(=O)N1CCC(Oc2ncccc2C(=O)N2CCCCC2)C1 (stereo not drawn) | ?
CCc1ccc(NS(=O)(=O)c2ccc3[nH]cc(C(=O)NCc4ccc(C)cc4)c(=O)c3c2)cc1 | i
CCN1CCN(c2ncc3c(n2)CCN(Cc2ccccc2C)C3)CC1 | ?
